From PubChem
IDE act: boosts human insulin-degrading enzyme activity in HEK cells | AID 493087 | P14735 | activation, % at 5.96 µM | FAbeta-B cleavage, fluorescence polarization; 0% vehicle, 100% cell-free pure enzyme wells | actives 0.073% (n = 340,000);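 active means activation above the mean of all tested compounds plus 3 SD, set per screening campaign, cut at about 17% in these data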
IMP-1 inh: blocks Pseudomonas aeruginosa IMP-1 metallo-beta-lactamase; purified IMP-1, nitrocefin hydrolysis, epi-absorbance fluorescence; inhibition, % at 5.6 µM; actives 0.45% (n = 290,000); AID 1556;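 active means inhibition above the mean plus 3 SD of all compounds in the same screening run, cut at about 4.5% in these data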;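 further: 0% = IMP-1 with DMSO and 100% = DMSO wells lacking enzyme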
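System: purified recombinant IMP-1 beta-lactamase. Medium: Zinc- and detergent-supplemented HEPES buffer, pH 7.1. Compound: one 5.6 µM dose […]. Schedule: 15 min preincubation plus 25 min reaction at 25 °C. Technique: Epi-absorbance fluorescence, 480 nm excitation, 530 nm emission.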
GPR7 antag: human neuropeptides B/W receptor 1 antagonism; inhibition, % at 4.4 µM; AID 1861; P48145; GPR7-expressing cells, fluorescence antagonist assay; actives 1.1% (n = 290,000); in the data active means inhibition above about 16%, passing the limit was not always enough;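 further: cells stimulated with the agonist NPW; 0% = agonist with vehicle and 100% = vehicle without agonist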
Target sequence (P48145 whole entry, looked up): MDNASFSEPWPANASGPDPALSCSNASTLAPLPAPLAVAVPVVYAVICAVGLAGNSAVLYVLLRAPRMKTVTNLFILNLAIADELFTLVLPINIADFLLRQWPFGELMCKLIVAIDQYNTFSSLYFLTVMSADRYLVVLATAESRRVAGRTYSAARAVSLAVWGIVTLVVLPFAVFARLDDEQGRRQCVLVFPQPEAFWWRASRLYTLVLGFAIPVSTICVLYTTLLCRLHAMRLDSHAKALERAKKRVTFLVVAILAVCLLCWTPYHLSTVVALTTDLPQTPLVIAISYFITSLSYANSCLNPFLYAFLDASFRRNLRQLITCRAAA
PHOSPHO1 block: PHOSPHO1 (human) inhibition; actives 1.1% (n = 290,000); Q8TCT1; recombinant PHOSPHO1, absorbance phosphatase assay; inhibition, % at 13.3 µM; in the data active means inhibition above about 60%
Target sequence (Q8TCT1 whole entry, looked up): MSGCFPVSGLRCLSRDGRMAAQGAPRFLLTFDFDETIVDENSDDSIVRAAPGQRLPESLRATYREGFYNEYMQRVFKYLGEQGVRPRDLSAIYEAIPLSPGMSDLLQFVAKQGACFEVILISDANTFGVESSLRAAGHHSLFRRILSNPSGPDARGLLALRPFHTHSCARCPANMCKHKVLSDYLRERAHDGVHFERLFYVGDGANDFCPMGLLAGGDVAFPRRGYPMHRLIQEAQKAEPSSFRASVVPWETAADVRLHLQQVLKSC
IDE inh: cellular human IDE inhibition; P14735; HEK cells, FAbetaB cleavage, fluorescence polarization; inhibition, % at 5.59 µM; actives 0.41% (n = 320,000); AID 434962;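 active means percent inhibition above the average of all tested compounds plus 3 SD, set per screening campaign, cut at about 16% in these data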;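 further: IDE supplied by intact live HEK cells; FP after avidin binding of uncleaved biotin substrate so inhibition keeps polarization high; 0% = DMSO wells and 100% = 60 µM reference IDE inhibitor Ii1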
VIM-2 inh: inhibitors of Pseudomonas aeruginosa VIM-2 metallo-beta-lactamase | actives 0.89% (n = 290,000) | purified VIM-2, nitrocefin hydrolysis, epi-absorbance fluorescence | inhibition, % at 5.6 µM | AID 1527;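 active means inhibition above the mean of all tested compounds plus 3 SD, cutoff set per screening run, cut at about 7.5% in these data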;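 further: red hydrolysis product quenches plate fluorescence so inhibitors raise well fluorescence; 0% = enzyme with DMSO and 100% = DMSO without enzyme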
PfM18AAP inh: blocks P. falciparum M18 aspartyl aminopeptidase; recombinant PfM18AAP, H-Glu-NHMec fluorogenic cleavage; inhibition, % at 7.35 µM; actives 1.2% (n = 290,000);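 active means inhibition above the campaign mean inhibition over all tested compounds plus 3 SD, cut at about 28% in these data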;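 further: 0% = plate median of test compound wells and 100% = 2 mM ZnCl2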
NALP1 yeast inh: inhibitors of NALP1 inflammasome in yeast; S. cerevisiae NALP1/ASC/caspase-1 growth, X-gal OD620, 72 h; inhibition, % at 10 µM; actives 0.61% (n = 280,000); AID 2071; in the data active means inhibition mostly above about 24%, no sharp cut-off; inactive means mostly below about 32%; further: some compounds called inactive have numbers as strong as hits
pCIP destab: lowers stability of the mouse p/CIP coactivator protein; Q05BA5; F442A p/CIP-EGFP cells, EGFP fluorescence, 16 h; decrease of EGFP signal, % at 10 µM; actives 0.01% (n = 290,000);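 active means EGFP signal decrease of at least 30% at 10 µM or well 3 SD below plate mean, unless failing retest; inactive means the rest, including hits failing retest or dose response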; further: some compounds called inactive have numbers as strong as hits; many of its hits are not listed in these tables
* hit, by the source's call; / = no result given.

SMILES	IDE act	IMP-1 inh	GPR7 antag	PHOSPHO1 block	IDE inh	VIM-2 inh	PfM18AAP inh	NALP1 yeast inh	pCIP destab
Cc1ccccc1OCC(=O)Nc1ccncc1	5	-2.5	19	34	-1	1.2	-9	14	2
Cc1ccc(OCC(=O)n2nc(C)cc2C)c(C)c1	-1	-1.7	9	18	-3	-3.3	-5	7	1
Oc1ccccc1N1CCN(C(=S)Nc2ccc(SC(F)F)cc2)CC1	7	-2.7	-5	-9	-1	-0.5	4	10	-1
Cc1cc(Cl)ccc1NC(=S)NCCCO	2	-0.8	0	-5	5	-2.4	25	20	3
O=C(NC1CCCCC1)Oc1ccccc1	2	-1.0	-10	28	-6	-2.8	1	13	-14
CSc1nc(-c2ccco2)nn1C(=O)c1ccccc1Cl	-4	-1.6	-12	36	/	-1.6	3	/	-15
CCN(CC(=O)Nc1sc2c(c1C#N)CCC(C)C2)Cc1nc2ccccc2c(=O)[nH]1 (stereo not drawn)	-2	-1.9	-5	37	4	-3.0	3	-1	5
Cc1cccc(C(=O)NC(=S)N2CCN(C)CC2)c1	1	-1.1	-6	44	-1	-5.6	-4	-10	-3
Cc1nn(CC(=O)O)c2ccccc12	5	-2.2	-7	16	1	-2.4	2	-4	-41
O=[N+]([O-])c1ccc(C2=NCCO2)cc1	-4	0.1	9	0	-1	1.1	9	11	-10
CCOCC(=O)Nc1nc(C)cc(C)n1	4	-1.1	-5	6	1	-0.5	3	14	-14
O=C(c1ccc(Cl)c(S(=O)(=O)N2CCCCCC2)c1)N1CCN(c2ccccn2)CC1	-4	-4.3	21*	14	3	-1.2	1	11	4
CC(CCc1ccccc1)NC(=O)COC(=O)c1ccc(S(C)(=O)=O)c([N+](=O)[O-])c1 (stereo not drawn)	2	-2.6	52*	8	5	-0.4	-11	1	-1
COc1ccc(N2CCN(CC(=O)Nc3sccc3C#N)CC2)cc1	9	1.8	24*	-12	-2	-0.3	4	9	7
c1cc(-c2nnc(-c3ccncc3)o2)ccn1	2	-3.3	-20	-20	-1	-0.9	1	8	-6
Cc1c(/C=N/NC(=O)CNc2ccccc2)c2ccccn2c1C(=O)c1ccncc1	4	-1.2	2	-7	7	2.5	10	30	7
COc1cccc(/C=C/C(=O)OCC(=O)c2cc(C)n(CC3CCCO3)c2C)c1OC (stereo not drawn)	-1	-2.0	-1	1	1	-2.1	4	24	-2
N#Cc1ccccc1NC(=O)CNc1ccc(Cl)c(C(F)(F)F)c1	-1	0.6	7	-9	4	0.5	-2	12	-6
CCOc1ccc(NC2C=CS(=O)(=O)C2)cc1 (stereo not drawn)	7	-1.1	-7	22	5	-3.5	0	3	-7
CCOc1ccc(-c2noc(CCC(=O)NCC3CCCO3)n2)cc1OC (stereo not drawn)	6	-4.0	-8	0	6	-0.7	-2	16	-7
Cc1c(Nc2scc(-c3ccccc3)[n+]2-c2ccccc2)c(=O)n(-c2ccccc2)n1C	3	-1.8	-7	-7	-2	-2.2	2	7	-2
COc1ccc(C=NCCC2(O)CC(C)N(C)CC2C)cc1 (stereo not drawn)	1	-1.6	5	-3	2	-1.3	0	-8	-38
CC(CCc1ccccc1)NC(=O)C1CCCN(c2nnc(-n3cccc3)s2)C1 (stereo not drawn)	-2	-3.3	-6	-12	2	-6.7	4	11	7
O=C(Oc1ccc(C(=S)N2CCOCC2)cc1)c1ccc([N+](=O)[O-])cc1	-4	-0.9	12	-29	3	-1.6	-3	16	-6
COc1cccc(C2/C(=C(/O)c3ccc4c(c3)OCO4)C(=O)C(=O)N2CCN2CCOCC2)c1 (stereo not drawn)	3	-0.7	0	43	-2	-1.2	16	12	17
COCCCNC(=O)CN1CCN(Cc2ccccc2Cl)C1=O	10	-3.8	-15	11	-1	-2.2	4	-1	-10
Cc1ccnc(NC(=S)NC(=O)/C=C/c2ccccc2)c1	-2	-1.6	-3	-9	-2	-5.6	-13	12	0
CCOC(=O)c1c(NC(NC(C)=O)C(Cl)(Cl)Cl)sc(C(C)=O)c1C (stereo not drawn)	-1	-0.1	-1	36	2	0.0	-7	9	-1
Cc1ccccc1/C=N\NC(=O)c1ccccc1-n1cccc1	3	-3.1	-11	24	4	-0.6	4	8	11
Cc1ccc(-c2cc(C(=O)OCn3nnc4ccccc4c3=O)c3ccccc3n2)cc1	-1	-1.4	-1	-5	11	0.6	-3	25	-2
CC(C)(C)c1ccc(C(=O)N2CCC3(CC2)NCCc2[nH]cnc23)cc1	1	-0.6	2	13	3	-2.6	0	8	-1
O=C(CN1CCN(c2ccc(O)cc2)CC1)NC(c1ccccc1)c1ccccc1	-1	-1.4	-11	-31	1	-3.1	25	28	-19
O=c1[nH]c2ccccc2nc1NCc1ccccc1	6	-2.8	-14	/	3	-1.0	-5	3	-8
COc1cc(C(c2c(C)[nH][nH]c2=O)c2c(C)[nH][nH]c2=O)ccc1OS(=O)(=O)c1ccccc1	6	-4.0	5	17	2	-0.9	20	13	-20
COCCN(CCOC)S(=O)(=O)c1ccc(C(=O)Nc2nnc(C3CC3)o2)cc1	-1	-2.4	-13	6	-3	-4.0	0	/	-8
Cc1ccn2c(c1)nc(=S)n2C(=O)c1ccccc1	1	-0.9	2	-7	6	-1.3	11	23	8
OCCCNCc1ccc(Cl)cc1Cl	9	-0.7	1	-13	5	1.6	-2	8	7
Cc1cc2ncn(C(=O)N3CCC(C)CC3)c2cc1C	5	-2.1	-21	-4	2	-2.2	-5	12	-15
O=C(Cc1ccccc1F)NCC1(N2CCOCC2)CCCCC1	4	-2.4	-2	33	-5	-1.6	-8	-4	-12
Cc1cccc(N2CCN(C(=O)C3CCN(S(=O)(=O)N4CCOCC4)CC3)CC2)c1C	-8	-1.1	3	3	7	-2.3	-5	-2	-1
CC1=CC(C)(C)N2C(=O)C3(NCCc4c3[nH]c3ccccc43)c3cc(C)cc1c32 (stereo not drawn)	-2	-2.3	8	25	-1	-1.8	1	/	-8
COc1cc(C2Nc3ccc4ccccc4c3C3=C2C(=O)CC(C)(C)C3)ccc1OC(C)C(=O)O (stereo not drawn)	5	-1.6	6	23	0	-1.6	5	9	4
Cn1cc(C(=O)N/N=C/C(Br)=C/c2ccccc2)ccc1=O	-2	-2.7	-4	-4	4	0.0	10	17	-6
N#Cc1cc(Sc2ccccn2)c(Sc2ccccn2)cc1C#N	1	-1.3	-4	51	2	-0.6	-15	-4	-4
Cc1cccc(NC(=S)N(Cc2cccs2)Cc2cc3cc(C)cc(C)c3[nH]c2=O)c1	1	-0.1	-2	-1	-1	1.6	-12	12	7
Cc1ccccc1NC1=NC(=S)N(c2ccccc2)C12CCOC(C)(C)C2 (stereo not drawn)	3	-1.9	-1	12	-6	-0.9	-3	18	-23
Cc1ccccc1CSCCNC(=O)c1ccc(N(C)S(=O)(=O)c2ccccc2)cc1	1	-1.5	1	39	3	-1.1	2	22	-4
CC(=O)c1cccc(NC(=O)/C=C/c2ccc([N+](=O)[O-])s2)c1	1	-2.4	-1	-10	/	-0.7	4	20	-18
Cc1cc(OCC(=O)N(C)c2ccccc2)cc2c1C(=O)CC(C)(C)O2	7	-0.7	-5	12	1	-3.6	7	15	1
Cc1ccc(S(=O)(=O)CCC(=O)OCC(=O)c2c(N)n(CC(C)C)c(=O)n(C)c2=O)cc1	0	-1.7	-15	17	0	-1.0	1	10	-7
CCn1c(CNC(=O)c2ccccc2F)nnc1SCCOc1ccccc1	5	-2.7	1	28	-3	-3.6	0	12	-4
NC(=O)NC(=O)CC1S/C(=N/N=C2/NC(=O)CS2)NC1=O (stereo not drawn)	4	-4.4	-8	39	3	-7.1	4	-14	11
COc1ccc(S(=O)(=O)Cc2ccc(C(=O)NCCc3ccc(S(N)(=O)=O)cc3)o2)cc1	1	-4.2	-10	4	9	-2.0	-4	7	-13
Cc1cc(OCC(=O)N2CCOCC2)ccc1NC(=O)c1ccccc1C	-4	-3.4	-11	37	2	-2.0	3	-13	-125
Cc1cc(C)cc(NS(=O)(=O)c2ccc(-c3cnc(C4CC4)o3)cc2)c1	-5	-4.3	7	42	7	-2.3	1	-2	-16
CNS(=O)(=O)c1cccc(C(=O)OCC(=O)c2c(N)n(C)c(=O)n(C)c2=O)c1	-1	-2.6	-4	20	3	-0.8	3	-3	-7
COc1ccc(/C=N/Nc2cc(C)nc(NS(=O)(=O)c3ccc(C)cc3)n2)cc1	-6	-2.7	-9	-1	-3	-4.4	23	14	-3
O=C(NCC1CCCO1)c1ccc(COc2ccccc2Br)cc1 (stereo not drawn)	-8	-0.5	7	-20	8	0.6	0	39	-16
CCOC(=O)CSC1=N/C(=C\c2cccnc2)C(=O)N1c1ccc(OC)cc1	0	-4.2	-7	6	0	-4.5	4	15	-5
CC(Sc1cnccn1)C(=O)O (stereo not drawn)	/	-2.8	-3	29	-4	-2.8	0	12	-2

Random excerpt: 4 entries already listed
SMILES	IDE act	IMP-1 inh	GPR7 antag	PHOSPHO1 block	IDE inh	VIM-2 inh	PfM18AAP inh	NALP1 yeast inh	pCIP destab
CNS(=O)(=O)c1cccc(C(=O)OCC(=O)c2c(N)n(C)c(=O)n(C)c2=O)c1	-1	-2.6	-4	20	3	-0.8	3	-3	-7
Cc1c(Nc2scc(-c3ccccc3)[n+]2-c2ccccc2)c(=O)n(-c2ccccc2)n1C	3	-1.8	-7	-7	-2	-2.2	2	7	-2
O=C(Cc1ccccc1F)NCC1(N2CCOCC2)CCCCC1	4	-2.4	-2	33	-5	-1.6	-8	-4	-12
Cc1nn(CC(=O)O)c2ccccc12	5	-2.2	-7	16	1	-2.4	2	-4	-41

The list continues:
SMILES	IDE act	IMP-1 inh	GPR7 antag	PHOSPHO1 block	IDE inh	VIM-2 inh	PfM18AAP inh	NALP1 yeast inh	pCIP destab
CC(C)(C)NC(=O)NC(=O)CSc1nnc2ccccn12	-2	-1.8	-2	10	2	-2.6	4	25	-2
O=C(CSc1nc2ccccc2o1)N/N=C/c1ccco1	1	-1.5	3	34	-7	-1.0	16	0	5
Cc1ccc(OCCCCN2CCCC(C)C2)c([N+](=O)[O-])c1 (stereo not drawn)	3	-0.7	-4	8	-1	-5.4	-5	9	-5
COC(=O)c1cc(Br)c(N)cc1OC	0	-3.5	-1	61*	3	-2.7	-10	-8	-5
Cn1c(-c2ccc(F)cc2)cnc1SCC(=O)N1CCCCC1	1	-0.5	-5	26	-1	-1.2	4	14	1
COP(=O)(OC)c1nc(-c2ccccc2)oc1NCc1ccccc1	0	-0.8	13	-9	-1	-0.1	1	10	-5
CN1CCN(c2nc3ccccc3nc2C(C#N)C(=O)OC2CCCCC2)CC1 (stereo not drawn)	3	-2.7	-7	0	-2	0.2	1	-10	-14
CSC1=NCCN1C(=O)c1c(-c2ccccc2Cl)noc1C	4	-3.9	-6	-1	1	-4.6	-1	4	-15
O=C(CSc1nnc(-c2ccncc2)n1Cc1ccco1)c1ccc(Cl)cc1	3	-4.1	-9	7	5	-3.3	9	20	-10
CCN1CCN(c2nc(N)c([N+](=O)[O-])c(Nc3ccc(C)c(C)c3)n2)CC1	2	-1.9	-5	-4	7	-0.7	-12	26	-5
COCCNC(=O)Cn1cc2c(n1)CCC(C)C2 (stereo not drawn)	3	/	/	-13	3	/	/	-5	-5
